S1P4 antagonist: blocks the human S1P4 receptor. O95977. S1P4-expressing cells, antagonist mode, reporter read-out. inhibition, % at 4.98 µM. 0.26% of 220,000 active; in the data active = inhibition above about 29%;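 also: 0% = wells stimulated with agonist and 100% = vehicle wells without agonist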
Target sequence (O95977 whole entry, looked up): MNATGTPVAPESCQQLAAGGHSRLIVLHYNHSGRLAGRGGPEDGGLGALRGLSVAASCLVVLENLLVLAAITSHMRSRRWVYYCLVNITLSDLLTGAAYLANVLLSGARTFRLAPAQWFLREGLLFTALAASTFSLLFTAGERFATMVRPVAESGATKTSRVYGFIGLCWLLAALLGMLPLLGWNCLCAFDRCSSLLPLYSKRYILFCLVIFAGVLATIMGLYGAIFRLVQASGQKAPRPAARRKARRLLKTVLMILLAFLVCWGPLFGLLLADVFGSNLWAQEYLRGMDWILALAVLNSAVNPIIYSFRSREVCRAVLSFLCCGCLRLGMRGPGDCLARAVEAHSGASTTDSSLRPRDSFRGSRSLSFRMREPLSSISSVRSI
NCF1 inh: p47phox (human) inhibition. P14598. p47phox/p22phox peptide binding, fluorescence polarization, 2 h. inhibition, % at 24.7 µM. 0.53% of 220,000 active. AID 1274;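 active = inhibition above about 30%, limit read from the data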;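 also: 0% = p47phox with labelled peptide and 100% = labelled peptide alone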
NPY Y1 blocker: blocks the human neuropeptide Y Y1 receptor. 1% of 200,000 active. HEK293-CNG Y1 cells, membrane potential fluorescence; NPY at EC95, then isoproterenol. inhibition, % at 3.6 µM;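 active = inhibition above the campaign mean inhibition of all tested compounds plus 3 SD, cut at about 20% in these data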;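 also: 0% = DMSO wells given NPY plus isoproterenol and 100% = isoproterenol alone without NPY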
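Test system – HEK293 Y1/CNG channel cell line · Also added – NPY agonist 25 nM, then isoproterenol 1 µM plus Ro 20-1724 25 µM · Compound dosing – one concentration, 3.6 µM, in 0.4% DMSO · Schedule – compound incubation 1 h at room temperature, readout 45 min post-stimulation · Technique – fluorescence, membrane potential probe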
BaF3 tox: counter-screen for JAK2V617F inhibitors: parental Ba/F3 viability inhibitors. CellTiter-Glo ATP luminescence. inhibition, % at 5.6 µM. 1.1% of 220,000 active;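 active = inhibition above a per-campaign cutoff, the mean inhibition of all tested compounds plus 3 SD, cut at about 27% in these data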;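 also: 0% = DMSO wells and 100% = JAK Inhibitor I control wells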
CHOP inhibitor: inhibitors of CHOP induction in ER stress response. inhibition, % at 10 µM. 3.8% of 220,000 active. CHO-K1 CHOP-promoter luciferase, tunicamycin-induced, 15-18 h;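 active = compounds that reduced the stress-induced luciferase reporter signal by more than about 70% of percent inhibition, limit read from the data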;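 also: 0% = tunicamycin plus vehicle and 100% = wells without tunicamycin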
NPY2 pot ag: potentiates or activates human NPY-Y2 receptor. cells expressing NPY-Y2, potentiator/agonist read-out. activation, % at 3.6 µM. 0.45% of 220,000 active. AID 1359; in the data active = activation above about 27%;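 also: cells stimulated with NPY near EC25 plus isoproterenol at EC100; 0% = vehicle plus submaximal agonist and 100% = vehicle plus saturating agonist; some results beyond the cut were filed as inactive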
Target sequence (P49146 whole entry, looked up): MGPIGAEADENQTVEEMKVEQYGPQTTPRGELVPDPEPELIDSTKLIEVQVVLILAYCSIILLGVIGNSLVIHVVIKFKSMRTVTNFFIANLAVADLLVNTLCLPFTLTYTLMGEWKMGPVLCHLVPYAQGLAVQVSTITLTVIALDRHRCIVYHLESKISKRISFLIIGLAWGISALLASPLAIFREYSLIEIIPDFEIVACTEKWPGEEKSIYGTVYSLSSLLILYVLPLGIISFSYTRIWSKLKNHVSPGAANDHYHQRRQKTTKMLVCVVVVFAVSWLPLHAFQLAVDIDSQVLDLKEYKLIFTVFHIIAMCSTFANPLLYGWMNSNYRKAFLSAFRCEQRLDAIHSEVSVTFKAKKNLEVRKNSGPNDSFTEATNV
Ba/F3 V617F tox: loss of viability in JAK2V617F-driven Ba/F3 cells; Ba/F3 EpoR-JAK2V617F viability, ATP luminescence; 1.1% of 220,000 active; inhibition, % at 5.6 µM;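 active = inhibition above the campaign mean plus 3 SD over all tested compounds, cut at about 24% in these data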;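 also: cytokine-independent growth of Ba/F3 cells driven by EpoR plus mutant JAK2; 0% = DMSO-treated cells and 100% = JAK inhibitor I control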
NPY1 pot ag: human NPY-Y1 potentiation or agonism, primary screen | activation, % at 3.6 µM | P25929 | NPY-Y1 expressing cells, potentiator/agonist activation | AID 1304 | 0.37% of 220,000 active; in the data active = activation above about 33%, passing the limit was not always enough;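 also: cells stimulated with NPY at EC10 then isoproterenol at EC100; 0% = low agonist plus stimulus and 100% = saturating agonist plus stimulus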
S1P4 ag: agonists of human S1P4 receptor. O95977. S1P4-expressing cell line, agonist reporter assay. activation, % at 4.98 µM. 0.35% of 220,000 active; in the data active = activation above about 11%;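 also: 0% = DMSO vehicle and 100% = reference agonist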
An asterisk follows results filed as active; nt = no result given.

[1] CCc1ccc(C(=O)N/N=C/c2cccc3ccccc23)nc1
[2] CCCCC(CC)CNC(=O)CCCCn1c(=O)[nH]c2ccsc2c1=O (centres undefined)
[3] O=C(Oc1ccc(/C=N/O)cc1)c1ccccc1
[4] CCN(CC)C(=O)c1cc2c(=O)c3cc(Cl)ccc3oc2nc1C
[5] O=[N+]([O-])c1ccc(Cc2nnc(-c3ccc(F)cc3)o2)cc1
[6] CCN(CC)c1ccc(C(=O)OCc2cc(=O)oc3cc(O)ccc23)cc1
[7] CC(=O)Nc1sc(-c2ccccc2)nc1-c1ccccc1
[8] O=C(CSC1=NCCN1)Nc1ccccc1[N+](=O)[O-]

assay / entry	1	2	3	4	5	6	7	8
S1P4 antagonist	-18	-20	5	-2	-35	0	-8	-12
NCF1 inh	-5	-4	-5	-21	-11	-11	-3	-7
NPY Y1 blocker	9	2	4	-3	2	11	-2	3
BaF3 tox	3	6	3	-2	4	12	12	3
CHOP inhibitor	79*	10	2	-15	-34	51	-4	14
NPY2 pot ag	-24	0	-11	0	1	4	13	6
Ba/F3 V617F tox	-3	4	-2	-2	0	4	-1	0
NPY1 pot ag	-28	6	-19	2	-2	23	20	0
S1P4 ag	7.3	-1.2	0.7	0.7	-0.4	-0.2	0.1	2.4

[9] O=C(O)C1CSC2(c3ccc4c(c3)OCCO4)CCC(=O)N12 (centres undefined)
[10] O=C(NNc1nc(-c2ccccc2)c2cc(Br)ccc2n1)c1ccc(S(=O)(=O)N2CCOCC2)cc1
[11] COc1ccc(-n2c(Cc3cccn3C)nnc2SCC(=O)Nc2ccccc2)cc1
[12] Cc1ccc(C2OCC3(CO2)COC(c2ccc(C)cc2)OC3)cc1 (centres undefined)
[13] Cc1ccc(C)c2[nH]c(=O)c(CCNC(=O)c3cccs3)cc12
[14] CCO[C@H]1OC(C(=O)NCc2ccccc2)=C[C@@H](C2CCCCC2)[C@@H]1CCCO
[15] COc1cccc(-n2c([S-])c(C(=O)Nc3ccc(C(F)(F)F)cc3)[n+]3ccccc23)c1
[16] COc1cc2[nH]c(=S)nc(NCCc3ccc(C)cc3)c2cc1OC

assay / entry	9	10	11	12	13	14	15	16
S1P4 antagonist	-4	-9	6	-7	9	-1	13	-15
NCF1 inh	-12	-9	-24	7	-3	-12	-9	-5
NPY Y1 blocker	4	10	-2	5	2	-5	5	6
BaF3 tox	4	3	3	1	6	-3	7	2
CHOP inhibitor	49	63	-1	80*	3	2	20	67
NPY2 pot ag	16	-2	-14	13	5	-2	2	-4
Ba/F3 V617F tox	-1	-4	-2	-3	3	-1	1	-1
NPY1 pot ag	-18	8	23	-2	-26	14	1	-9
S1P4 ag	-0.1	0.3	0.6	0.8	0.4	0.3	0.3	1.9

In another format: entries from further up
Results follow in this order: S1P4 antagonist, NCF1 inh, NPY Y1 blocker, BaF3 tox, CHOP inhibitor, NPY2 pot ag, Ba/F3 V617F tox, NPY1 pot ag, S1P4 ag
1) CCc1ccc(C(=O)N/N=C/c2cccc3ccccc23)nc1
    -18, -5, 9, 3, 79*, -24, -3, -28, 7.3
2) CCCCC(CC)CNC(=O)CCCCn1c(=O)[nH]c2ccsc2c1=O (centres undefined)
    -20, -4, 2, 6, 10, 0, 4, 6, -1.2
3) O=C(Oc1ccc(/C=N/O)cc1)c1ccccc1
    5, -5, 4, 3, 2, -11, -2, -19, 0.7
4) CCN(CC)C(=O)c1cc2c(=O)c3cc(Cl)ccc3oc2nc1C
    -2, -21, -3, -2, -15, 0, -2, 2, 0.7
5) O=[N+]([O-])c1ccc(Cc2nnc(-c3ccc(F)cc3)o2)cc1
    -35, -11, 2, 4, -34, 1, 0, -2, -0.4
6) CCN(CC)c1ccc(C(=O)OCc2cc(=O)oc3cc(O)ccc23)cc1
    0, -11, 11, 12, 51, 4, 4, 23, -0.2
7) CC(=O)Nc1sc(-c2ccccc2)nc1-c1ccccc1
    -8, -3, -2, 12, -4, 13, -1, 20, 0.1
8) O=C(CSC1=NCCN1)Nc1ccccc1[N+](=O)[O-]
    -12, -7, 3, 3, 14, 6, 0, 0, 2.4
9) O=C(O)C1CSC2(c3ccc4c(c3)OCCO4)CCC(=O)N12 (centres undefined)
    -4, -12, 4, 4, 49, 16, -1, -18, -0.1
10) O=C(NNc1nc(-c2ccccc2)c2cc(Br)ccc2n1)c1ccc(S(=O)(=O)N2CCOCC2)cc1
    -9, -9, 10, 3, 63, -2, -4, 8, 0.3
11) COc1ccc(-n2c(Cc3cccn3C)nnc2SCC(=O)Nc2ccccc2)cc1
    6, -24, -2, 3, -1, -14, -2, 23, 0.6
12) Cc1ccc(C2OCC3(CO2)COC(c2ccc(C)cc2)OC3)cc1 (centres undefined)
    -7, 7, 5, 1, 80*, 13, -3, -2, 0.8
13) Cc1ccc(C)c2[nH]c(=O)c(CCNC(=O)c3cccs3)cc12
    9, -3, 2, 6, 3, 5, 3, -26, 0.4
14) CCO[C@H]1OC(C(=O)NCc2ccccc2)=C[C@@H](C2CCCCC2)[C@@H]1CCCO
    -1, -12, -5, -3, 2, -2, -1, 14, 0.3

(listing goes on)
[17] Cc1ccccc1NC(=O)c1cc(S(=O)(=O)N2CCOCC2)cs1
[18] Cc1cc(C)cc(NC(=O)C(=O)NCCCN2CCOCC2)c1
[19] O=C1/C(=C/c2cccc([N+](=O)[O-])c2)CSc2ccc(Cl)cc21
[20] COCCn1nnnc1C(C(C)C)N(Cc1cccnc1)Cc1cc2cc(OC)ccc2[nH]c1=O (centres undefined)
[21] COC(=O)c1ccc(NC(=O)CNS(=O)(=O)c2cccs2)cc1
[22] COc1ccc(CSc2nnc(C)n2N)cc1Br
[23] Cn1c(NC(=O)c2cc(Br)ccc2Cl)cc(=O)n(C)c1=O
[24] COc1ccccc1N(CC(=O)N/N=C/c1c(O)ccc2ccccc12)S(C)(=O)=O

assay / entry	17	18	19	20	21	22	23	24
S1P4 antagonist	-7	-10	5	3	-4	-9	-21	-19
NCF1 inh	-2	0	-3	-8	-24	-9	-19	-15
NPY Y1 blocker	2	3	nt	3	1	-2	1	6
BaF3 tox	3	6	0	6	6	7	1	10
CHOP inhibitor	-5	5	16	4	3	-15	22	61
NPY2 pot ag	5	1	-8	-14	8	18	-10	9
Ba/F3 V617F tox	-4	3	-3	3	0	-2	-4	-3
NPY1 pot ag	-3	4	2	-3	11	-21	-15	2
S1P4 ag	-0.3	0.2	-1.1	-1.4	-1.7	0.9	-6.2	0.4

[25] COc1ccc(-c2cn[nH]c2-c2ccc(OCc3ccccc3F)cc2O)cc1OC
[26] COc1ccc(C(=O)CN2CCN(c3cc(C)nc4ccccc34)CC2)cc1
[27] COc1cc(/C=N/NC(=O)Cc2ccccc2)ccc1Oc1ccc([N+](=O)[O-])cc1[N+](=O)[O-]
[28] CC(C(=O)c1c[nH]c(C(=O)N=CN(C)C)c1)c1ncc(C(F)(F)F)cc1Cl (centres undefined)
[29] CCCCCOc1ccc(CSc2ncn[nH]2)cc1
[30] COc1cccc(NC(=O)c2ccc(NCCCN3CC(C)CC(C)C3)c([N+](=O)[O-])c2)c1 (centres undefined)
[31] CCOC(=O)N1CCN(C(=S)NC(=O)c2cncc(Br)c2)CC1
[32] COC(=O)C[n+]1cccc2ccccc21

assay / entry	25	26	27	28	29	30	31	32
S1P4 antagonist	-4	0	-7	-2	-9	-1	-5	-12
NCF1 inh	-6	1	-8	5	3	10	-1	-16
NPY Y1 blocker	nt	nt	3	-4	5	-1	-2	-6
BaF3 tox	2	4	5	6	8	6	3	5
CHOP inhibitor	31	31	16	20	30	2	-3	23
NPY2 pot ag	19	9	-4	-10	1	16	4	4
Ba/F3 V617F tox	-1	1	0	3	5	8	5	1
NPY1 pot ag	29	6	6	-4	-7	38*	-7	-2
S1P4 ag	-0.1	1.3	0.8	0.6	0.9	-3.8	0.3	0.6

[33] COc1ccc(-n2cc(CNCc3cnc4ccccn34)c(-c3cccc(F)c3)n2)cc1
[34] O=C(c1ccc(Br)o1)N1CCN(c2ccc3nnc(-c4ccc(F)cc4)n3n2)CC1
[35] CC(CC1CC(C)(C)OC1=O)C(=O)Nc1nncs1 (centres undefined)
[36] Cc1ccccc1NCC(=O)N/N=C/C(Br)=C/c1ccccc1
[37] O=C(COC(=O)/C=C/c1ccccc1)Nc1cc(C(F)(F)F)ccc1N1CCOCC1
[38] CCOCCCNC(=O)c1cn(C)c(=O)c2cc(OC)c(OC)cc12
[39] COCC(C)NC(=O)c1cc2cc(OC)ccc2[nH]1 (centres undefined)
[40] Cc1ccc(C(=O)c2sc3nc4c(cc3c2N)CCC4)cc1

assay / entry	33	34	35	36	37	38	39	40
S1P4 antagonist	-7	-7	-3	14	-22	0	-2	-1
NCF1 inh	-27	-1	15	-12	2	-7	-5	-21
NPY Y1 blocker	9	-2	6	2	0	-9	nt	13
BaF3 tox	3	1	3	6	2	0	-1	8
CHOP inhibitor	22	43	-14	94*	19	46	-10	17
NPY2 pot ag	-20	-13	-12	-6	0	2	-13	-4
Ba/F3 V617F tox	0	-3	0	3	-1	-2	6	5
NPY1 pot ag	-20	2	-5	-16	-9	12	-8	1
S1P4 ag	-0.1	-0.3	0.2	0.5	2.3	-1.0	-1.0	2.0

[41] O=C(CSc1nnc(SCc2cccc3ccccc23)s1)N=Nc1c(O)[nH]c2ccccc12
[42] Cc1nc(Cl)sc1C(=O)Nc1cccc(Cl)c1C
[43] CC1(C)CC(NC(=O)CC2CCCCC2)CC(C)(C)N1
[44] CNC(=S)N(Cc1ccc(OC)cc1)C1CC(=O)N(c2ccc(Cl)cc2)C1=O (centres undefined)
[45] COc1cc(CCC(=O)Nc2cccc(S(=O)(=O)N(C)C)c2)cc(OC)c1OC
[46] CN(C(=O)COc1ccccc1C(=O)NCCOc1ccccc1)c1ccccc1
[47] CN(C)c1cccc2c1c(NC(=O)Nc1ccc(Cl)cc1Cl)nn2C
[48] NC(=O)N/N=C/c1coc2ccc(O)cc2c1=O

assay / entry	41	42	43	44	45	46	47	48
S1P4 antagonist	3	-7	14	11	-12	-2	-4	1
NCF1 inh	32*	4	1	-7	4	-3	1	-4
NPY Y1 blocker	3	6	-7	-3	4	2	nt	nt
BaF3 tox	2	-1	3	2	1	36*	-1	2
CHOP inhibitor	97*	-27	29	-1	26	79*	-10	24
NPY2 pot ag	-6	11	-1	0	5	-5	-9	-18
Ba/F3 V617F tox	-2	-4	0	0	-3	11	4	-3
NPY1 pot ag	9	-8	-27	38	8	-80	-8	3
S1P4 ag	-0.6	3.6	1.1	1.5	1.4	2.1	0.6	-2.1

[49] O=Cc1ccc2noc(-c3ccc(Cl)cc3)c2c1
[50] CC(C)NC(=O)NC(=O)COC(=O)c1ccccc1Oc1ccccc1
[51] Cc1cccc(N/C(N)=N/c2nc3c(c(=O)[nH]2)CCCC3)c1
[52] CCCCOn1c(C)c(C(C)=O)c2c3no[n+]([O-])c3ccc21

assay / entry	49	50	51	52
S1P4 antagonist	-1	13	-10	-9
NCF1 inh	-32	-7	-10	-10
NPY Y1 blocker	3	0	1	5
BaF3 tox	3	5	-2	4
CHOP inhibitor	25	20	38	20
NPY2 pot ag	-8	-5	5	-5
Ba/F3 V617F tox	1	2	0	0
NPY1 pot ag	-8	3	-13	-22
S1P4 ag	1.8	2.3	0.9	0.0

Source: PubChem BioAssay (several laboratories)
